# Compound activity (PubChem BioAssay)
# JMJD2C inh: inhibitors of GASC-1 histone demethylase, primary screen, biochemical, fluorescence, DELFIA europium; inhibition, % at 2.35 µM; GST-JMJD2C(1-420) H3K9me3 demethylation; 330,000 compounds, 0.069% hits;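 active = more than half of a compound's replicate wells show inhibition beyond 50%, single wells judged on their own value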;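 also: signal counts dimethyl H3K9 product captured on neutravidin plate; 0% = median of DMSO wells and 100% = 0.3 times that DMSO median; strong numbers were not always called active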
# Target sequence (Q9H3R0 1-420 limits assumed): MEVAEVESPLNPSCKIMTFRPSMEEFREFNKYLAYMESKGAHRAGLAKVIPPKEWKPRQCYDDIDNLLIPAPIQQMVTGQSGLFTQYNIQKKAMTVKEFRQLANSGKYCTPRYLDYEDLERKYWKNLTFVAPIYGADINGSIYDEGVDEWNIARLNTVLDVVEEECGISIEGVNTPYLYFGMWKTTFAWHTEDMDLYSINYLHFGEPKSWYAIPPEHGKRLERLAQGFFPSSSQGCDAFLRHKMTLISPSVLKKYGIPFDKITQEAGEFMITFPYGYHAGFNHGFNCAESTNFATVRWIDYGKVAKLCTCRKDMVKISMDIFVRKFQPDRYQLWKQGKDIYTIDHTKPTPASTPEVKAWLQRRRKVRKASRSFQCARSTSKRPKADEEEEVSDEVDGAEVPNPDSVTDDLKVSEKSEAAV
# TPT1 inhibitor: Candida albicans TPT1 enzyme inhibitors, primary screen, biochemical, fluorescence polarization. recombinant caTPT1, FP RNA substrate dephosphorylation. tRNA 2'-phosphotransferase TPT1 (Candida albicans SC5314). inhibition, % at 5 µM. 300,000 compounds, 0.81% hits;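 active = inhibition above the mean of all tested compounds plus 3 SD, set per screening campaign, cut at about 24% in these data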;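 also: plate controls were DMSO alone for no effect and ferristatin control at 100 nM for full effect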
# PP5 primary: PP5 phosphatase inhibitors, primary screen, biochemical, fluorescence; 320,000 compounds, 0.18% hits; purified PP5c, OMFP substrate fluorescence; AID 1987, 2009; inhibition, % at 6.7 µM;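 active = inhibition above the campaign's mean inhibition across all tested compounds plus 3 SD, cut at about 9.5% in these data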;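 also: 0% = DMSO only and 100% = 100 µM cantharidin control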
# proCasp3 act: activators of human procaspase-3 D3A mutant, primary screen, biochemical, absorbance, PC-3 D3A mutant, single concentration; Caspase-3 (Homo sapiens), P42574; recombinant procaspase-3 D3A, Ac-DEVD-pNA absorbance 405 nm; activation, % at 8.5 µM; 330,000 compounds, 0.11% hits;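 active = activation above the mean of all tested compounds plus 3 SD, cut at about 21% in these data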;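 also: 0% = DMSO alone and 100% = DMSO wells spiked with extra 5 µM PC-3 D3A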
# Target sequence (P42574 whole entry D9A/D28A/D175A): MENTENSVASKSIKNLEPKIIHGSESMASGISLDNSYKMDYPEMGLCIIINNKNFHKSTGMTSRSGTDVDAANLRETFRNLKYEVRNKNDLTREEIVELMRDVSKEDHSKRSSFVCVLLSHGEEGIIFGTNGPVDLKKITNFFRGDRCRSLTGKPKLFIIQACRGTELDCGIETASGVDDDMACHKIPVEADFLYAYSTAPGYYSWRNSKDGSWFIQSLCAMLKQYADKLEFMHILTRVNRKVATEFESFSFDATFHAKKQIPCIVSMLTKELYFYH
#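 Assay system – Procaspase-3 D3A mutant, all three cleavage aspartates alanine · Controls – DMSO-only low control, 5 µM PC-3 D3A high control · Schedule – 1 h compound preincubation, 2 h substrate hydrolysis at 25 °C · Signal – 405 nm absorbance of p-nitroaniline, reads at 0 and 120 min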
# HCV core dimer: inhibitors of HCV core protein dimerization, primary screen, biochemical, TR-FRET, high-throughput | inhibition, % at 5 µM | AID 1899, 2009 | 300,000 compounds, 0.33% hits | TR-FRET GST/Flag-core106 dimerization, 1536-well;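 active = inhibition above the mean of all tested compounds plus 3 SD, set per screening campaign, cut at about 45% in these data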
#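 System: GST/Flag-tagged HCV core106 proteins. Incubation: compound-protein-antibody incubation 4 h at 22.5 °C. Technique: HTRF with 340 nm excitation, 617/671 nm emission. Medium: KF-containing HEPES buffer, pH 7.45, DTT, CHAPS, BSA. Read-out: inhibition (%) from 671 over 617 nm ratio. Also added: Eu(K)-anti-GST 90 ng/mL plus XL665-anti-Flag 1 µg/mL.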
# proCasp7 act: procaspase-7 activators, primary screen, counter-screen for procaspase-3 activator project, biochemical, absorbance, HTS, human; recombinant procaspase-7, Ac-DEVD-pNA absorbance 405 nm; D23A/D198A/D206A triple mutant, cannot self-cleave; scale: DMSO 0, 5 µM enzyme 100; Caspase-7 (Homo sapiens), P55210; 330,000 compounds, 0.093% hits; AID 463210, 2010; activation, % at 8.5 µM;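 active = percent activation above the screen-wide mean plus 3 SD, cut at about 25% in these data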
#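 System: Procaspase-7 triple mutant (PC-7 D3A); measure: % activation from two-timepoint absorbance difference, scaled to controls; times: 1 h compound preincubation, 2 h substrate cleavage, 25 °C; also added: Ac-DEVD-pNA substrate, 400 µM as added; measured by: Epi-absorbance of released pNA at 405 nm, two timepoints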
# Fh CTSL1 inh: Fasciola hepatica cathepsin L1 inhibitors, primary screen, counter-screen for PFM18AAP inhibitor project, biochemical, QFRET, fluorogenic peptide substrate; 300,000 compounds, 0.49% hits; recombinant F. hepatica cathepsin L1, Z-Leu-Arg-MCA fluorescence; inhibition, % at 5.96 µM;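 active = inhibition above the mean of all tested compounds plus 3 SD, set per screening campaign, cut at about 17% in these data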;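 also: 0% = plate median of test compound wells and 100% = 1 µM Z-Phe-Ala-diazomethylketone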
# PP1 inh: PP1-alpha phosphatase inhibitors, primary screen, counter-screen for PP5 inhibitor project, biochemical, fluorescence, OMFP substrate, single point; Serine/threonine-protein phosphatase PP1-alpha catalytic subunit (Homo sapiens), P62136; purified PP1alpha; inhibition, % at 6.7 µM; 320,000 compounds, 0.9% hits; AID 2235, 2010;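 active = inhibition above the mean inhibition of all tested compounds plus 3 SD, computed separately for each screening campaign, cut at about 15% in these data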
# Target sequence (P62136 whole entry, looked up): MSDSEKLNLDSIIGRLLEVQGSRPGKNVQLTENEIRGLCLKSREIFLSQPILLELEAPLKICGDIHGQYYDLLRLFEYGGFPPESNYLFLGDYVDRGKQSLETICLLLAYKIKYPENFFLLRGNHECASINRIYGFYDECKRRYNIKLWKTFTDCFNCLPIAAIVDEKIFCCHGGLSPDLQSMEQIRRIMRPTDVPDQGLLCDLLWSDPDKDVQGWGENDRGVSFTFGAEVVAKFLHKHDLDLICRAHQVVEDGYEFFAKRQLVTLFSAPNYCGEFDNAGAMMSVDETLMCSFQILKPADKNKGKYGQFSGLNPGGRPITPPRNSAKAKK
# Efflux pump mplx: inhibitors of Candida efflux pumps in yeast, primary screen, S. cerevisiae, Nile Red, multiplex | AID 485275, 2010 | 330,000 compounds, 0.44% hits | S. cerevisiae Candida pump triplex | inhibition, % at 10 µM;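 active = plate passing quality check with inhibition over a set limit, or well fluorescence over plate mean plus 4 SD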;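 also: Nile Red retained in pooled yeast measured as flow cytometry median fluorescence; 0% = buffer negative control and 100% = Enniatin B positive control; higher means more Nile Red kept so more efflux inhibition; some compounds called inactive have numbers as strong as hits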
# Active calls of the source: *; . = no result given.
[1] O=[N+]([O-])c1cc(S(=O)(=O)N2CCCC2)ccc1SCCO
[2] CCn1cc(C(=O)N2CCN(c3ccccc3)CC2)c(=O)c2cc(S(=O)(=O)N3CCOCC3)ccc21
[3] CCS(=O)(=O)Nc1ccccc1C(N)=O
[4] CC(=O)NCc1cccc(CNC(C)=O)n1
[5] CCOc1ccc(S(=O)(=O)Nc2ccc(C(=O)NCC(c3ccc(OC)cc3)N3CCOCC3)cc2)cc1 (stereo unspecified)
[6] O=C(CN1CCc2ccccc2C1)Nc1cc(S(=O)(=O)N2CCOCC2)ccc1N1CCCC1
[7] N#Cc1c(NCCO)ccc([N+](=O)[O-])c1NCCO
[8] CN(C)C(CNC(=O)c1ccc2ccccc2n1)c1ccccc1 (stereo unspecified)

Compound	1	2	3	4	5	6	7	8
JMJD2C inh	-1	5	-24	1	-3	2	-5	8
TPT1 inhibitor	1	-3	2	0	.	-4	-6	2
PP5 primary	-0.8	1.4	1.6	-0.3	.	2.2	-0.5	1.3
proCasp3 act	-3	7	3	6	8	1	3	-1
HCV core dimer	3	-2	1	-16	.	3	-4	-3
proCasp7 act	12	-11	4	-10	6	8	4	-5
Fh CTSL1 inh	1	0	1	0	.	7	0	0
PP1 inh	-2	-1	-8	-1	.	5	0	-1
Efflux pump mplx	0.0	-0.1	0.2	-0.1	0.2	0.0	0.0	0.5

[9] Cc1cccc(NC(=O)CCC(=O)OCc2ccc(Br)cc2)c1
[10] Cc1cc(C(=O)CSc2ncccn2)c(C)n1-c1cccc(F)c1
[11] COc1cccc(-c2nc(-c3ccc4c(c3)NC(=O)CO4)cs2)c1
[12] Cc1c(NC(=S)NC(=O)c2cccc(Cl)c2)c(=O)n(-c2ccccc2)n1C
[13] COc1ccc(S(=O)(=O)N2CCC(C(=O)NC3CC3)CC2)cc1C
[14] Cc1nn(C)cc1CN(C)Cc1ccc(OCC(O)CN2CCCCC2)cc1 (stereo unspecified)
[15] COCCN1CC(CNC(=O)c2cc(COc3ccccc3SC)on2)CC1=O (stereo unspecified)
[16] CC1(C(=O)OCC(=O)Nc2ccc(Cl)cn2)CC1(Cl)Cl (stereo unspecified)

Compound	9	10	11	12	13	14	15	16
JMJD2C inh	8	53	1	-1	6	0	1	11
TPT1 inhibitor	3	3	-3	3	3	-2	-4	.
PP5 primary	1.7	3.0	0.9	-1.0	-3.3	0.0	1.0	.
proCasp3 act	-1	1	-5	0	-7	11	1	6
HCV core dimer	-4	10	8	-2	-14	-5	-7	.
proCasp7 act	3	-4	8	1	-3	8	5	0
Fh CTSL1 inh	-25	0	1	-2	-4	-1	-2	.
PP1 inh	-4	1	2	9	-4	1	1	.
Efflux pump mplx	0.4	0.3	-0.5	0.2	0.6	-0.1	-0.1	0.5

[17] O=C(CSc1cccc[n+]1[O-])Nc1cc(S(=O)(=O)N2CCOCC2)ccc1Cl
[18] O=C(Nc1ccc(Br)cc1F)c1ccc2c(c1)N(Cc1ccccc1)C(=O)CS2=O (stereo unspecified)
[19] Cc1cc(C)cc(N(C(=O)c2ccccn2)C(C(=O)NC2CCCCC2)c2cccs2)c1 (stereo unspecified)
[20] COc1cc(CC(CC(=O)O)CC(C)OCc2ccccc2)cc(OC)c1 (stereo unspecified)
[21] COC(=O)COn1c(SC(C)C)nc2ccccc2c1=O
[22] O=C(Nc1cccn(Cc2c(Cl)cccc2Cl)c1=O)c1c(Cl)cccc1Cl
[23] CC1(C)Cc2c(sc3ncn4c(=S)[nH]nc4c23)CO1
[24] COc1cccc(C2=NOC(C(=O)NCc3ccc(F)cc3)C2)c1 (stereo unspecified)

Compound	17	18	19	20	21	22	23	24
JMJD2C inh	6	5	4	6	2	5	-20	-4
TPT1 inhibitor	-5	2	-3	1	-1	-1	2	3
PP5 primary	0.3	3.3	1.5	-0.1	0.4	0.2	-0.1	4.2
proCasp3 act	2	8	3	-2	6	-1	-26	9
HCV core dimer	-4	10	6	-8	3	8	1	-1
proCasp7 act	5	-4	3	-3	15	9	-25	1
Fh CTSL1 inh	4	-5	7	-3	-2	2	0	-5
PP1 inh	-6	6	5	2	-2	5	-1	-18
Efflux pump mplx	-0.1	0.2	-0.1	0.7	-0.1	0.0	-0.1	1.2

# Single values from the list.
# JMJD2C inh result of O=C(CSc1cccc[n+]1[O-])Nc1cc(S(=O)(=O)N2CCOCC2)ccc1Cl : 6
# HCV core dimer result of O=C(Nc1cccn(Cc2c(Cl)cccc2Cl)c1=O)c1c(Cl)cccc1Cl : 8
# proCasp7 act result of COC(=O)COn1c(SC(C)C)nc2ccccc2c1=O : 15
# HCV core dimer result of COc1cccc(C2=NOC(C(=O)NCc3ccc(F)cc3)C2)c1 (stereo unspecified) : -1

# Carrying on:
[25] COc1cccc(/C=N/N(C)C2=NS(=O)(=O)c3ccccc32)c1O
[26] O=C(NCC1COc2ccccc2O1)C1CCCN(S(=O)(=O)c2cccc3cccnc23)C1 (stereo unspecified)
[27] COc1ccc(-c2ccc(=O)n(Cc3ccccc3)n2)cc1
[28] CSc1nsc(/C=C/Nc2ccc(C)c(C)c2)c1C#N
[29] CCN(CC)CCn1c(=S)[nH]c2cc(Cl)ccc2c1=O
[30] COc1ccc(O)c(/C=N\NC(=O)CCn2nnc3ccccc32)c1
[31] CCC(C)NC(=O)Cn1nc([N+](=O)[O-])c(Cl)c1C (stereo unspecified)
[32] O=C(CSc1ccc2ccccc2c1)NCCCN1CCCC1=O

Compound	25	26	27	28	29	30	31	32
JMJD2C inh	0	-1	131	0	-8	8	0	4
TPT1 inhibitor	-2	-2	0	34*	-4	-1	-7	-2
PP5 primary	-0.4	0.4	1.6	2.2	-2.9	-0.2	1.6	0.3
proCasp3 act	-1	4	11	-21	-6	0	5	4
HCV core dimer	5	2	1	-17	-1	-4	-2	1
proCasp7 act	5	6	-1	-25	-10	-8	2	-2
Fh CTSL1 inh	5	10	4	1	3	0	1	-3
PP1 inh	3	-1	2	2	-4	1	-1	5
Efflux pump mplx	-0.1	-0.2	-0.1	0.0	-0.8	-0.1	-0.1	-0.1

[33] Cc1ccc(C(=O)NNC2=NCCC2)cc1
[34] CSc1nc2nc3c(cn2n1)C(=O)CC(c1ccccc1)C3 (stereo unspecified)
[35] CCOC(=O)c1c(-c2ccc(C)cc2)csc1NC(=O)c1cc2ccccc2oc1=O
[36] Cc1ccc(NC(=O)c2sc3nc(N)c(C#N)cc3c2N)cc1
[37] CC(OC(=O)CCN=C1NS(=O)(=O)c2ccccc21)C(=O)Nc1ccc(N(C)C)cc1 (stereo unspecified)
[38] Cc1cc(C)cc(C(=O)Nc2ccc3[nH]c(=O)[nH]c3c2)c1
[39] CC(=O)Nc1sc2c(c1CN1CCN(c3ccc(F)cc3)CC1)CCCC2
[40] COc1cc(C(=O)NCCN2CCCC2)cc(OC)c1OC

Compound	33	34	35	36	37	38	39	40
JMJD2C inh	2	5	0	-3	-18	-3	8	0
TPT1 inhibitor	0	-2	-2	7	-1	-3	1	3
PP5 primary	1.1	4.4	-0.1	-6.1	0.5	2.9	2.4	0.8
proCasp3 act	6	6	4	-35	-5	7	0	18
HCV core dimer	1	3	-3	-5	-7	6	6	-4
proCasp7 act	7	-19	12	-37	-1	-4	12	14
Fh CTSL1 inh	-3	2	3	8	6	3	3	-1
PP1 inh	-4	-3	-3	1	1	6	3	-1
Efflux pump mplx	-0.1	0.0	0.0	-0.1	0.0	0.0	0.1	0.0

# Records above marked active in TPT1 inhibitor.
item	SMILES	JMJD2C inh	TPT1 inhibitor	PP5 primary	proCasp3 act	HCV core dimer	Efflux pump mplx
28	CSc1nsc(/C=C/Nc2ccc(C)c(C)c2)c1C#N	0	34*	2.2	-21	-17	0.0

# The list goes on.
[41] CCOC(=O)C1=C(O)c2ccccc2C(=O)/C1=C\c1ccc(C)cc1
[42] CCC(=O)Nc1ccccc1C(=O)OCC(=O)c1ccc2ccccc2c1
[43] O=C(O)c1cccc(S(=O)(=O)Nc2ccc(S(=O)(=O)N3CCOCC3)cc2)c1
[44] Cc1ccccc1NC(=S)N(Cc1ccccc1)Cc1cccs1
[45] COc1cc2c(cc1NC(=O)CSc1nc3ccc(C)cc3[nH]1)oc1ccccc12
[46] COc1ccc(C2(O)CCN(Cc3nnnn3Cc3ccc(F)cc3)CC2)cc1
[47] Cc1ccn2cc(CCNC(=O)C3CCCCC3)nc2c1
[48] CC(OC(=O)CCCOc1ccccc1)C(=O)Nc1ccc(Cl)cn1 (stereo unspecified)

Compound	41	42	43	44	45	46	47	48
JMJD2C inh	9	1	1	4	-10	25	-7	1
TPT1 inhibitor	-5	5	4	-5	-2	-3	1	-2
PP5 primary	3.8	4.8	-0.2	0.8	3.0	4.2	3.6	-0.6
proCasp3 act	-14	-7	3	3	2	-2	-3	4
HCV core dimer	-18	6	0	2	-3	0	-18	-4
proCasp7 act	-22	-8	4	3	3	8	-8	13
Fh CTSL1 inh	-6	1	1	-1	0	0	2	-26
PP1 inh	6	3	-3	2	-1	-1	-5	-1
Efflux pump mplx	3.2	0.0	-0.2	-0.1	-0.3	0.2	0.0	0.2

[49] Cc1cnc(NC(=O)CCc2ccccc2)s1
[50] COC(=O)C1=CN(CC2CCCO2)C=C(C(=O)OC)C1c1cc(OC)c(OC)c(OC)c1 (stereo unspecified)
[51] CSc1nncc(=O)[nH]1
[52] COc1cccc(NC(=O)N2CCC(NC(=O)C3CCCCC3)CC2)c1

Compound	49	50	51	52
JMJD2C inh	-1	2	-1	2
TPT1 inhibitor	2	-1	-1	-2
PP5 primary	-1.1	-0.8	2.5	3.8
proCasp3 act	-1	1	6	-1
HCV core dimer	4	6	-1	0
proCasp7 act	5	4	10	4
Fh CTSL1 inh	-1	-1	-2	-4
PP1 inh	-1	-3	-4	0
Efflux pump mplx	0.0	0.0	-0.1	-0.1

# Part of the list above, bar-delimited:
No. | structure | JMJD2C inh | TPT1 inhibitor | PP5 primary | proCasp3 act | HCV core dimer | proCasp7 act | Fh CTSL1 inh | PP1 inh | Efflux pump mplx
38 | Cc1cc(C)cc(C(=O)Nc2ccc3[nH]c(=O)[nH]c3c2)c1 | -3 | -3 | 2.9 | 7 | 6 | -4 | 3 | 6 | 0.0
39 | CC(=O)Nc1sc2c(c1CN1CCN(c3ccc(F)cc3)CC1)CCCC2 | 8 | 1 | 2.4 | 0 | 6 | 12 | 3 | 3 | 0.1
